G9a inh: blocks human histone lysine methyltransferase G9a; Potency, µM (series often up to 102 µM), for the others: top-dose activity, negative = inhibition, hits mostly inhibitors; 350,000 tested, 8.8% active; AID 504332; G9a H3K9 monomethylation, AlphaScreen, 2 h; also: % is scaled to controls: 0 for no effect and ±100 for the full control effect; nearly all actives have a fitted effect of over 75% in size
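Methyltransferase reactions run at room temperature for 2 h (20 nM enzyme, 500 nM biotin-H3K9 peptide, 20 uM SAM) after a 15 min compound preincubation; product detected by AlphaScreen beads and anti-H3K9me1 antibody.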
POLK inh: DNA polymerase kappa (human) inhibition; Q9UBT6; purified Pol kappa, fluorescent DNA synthesis assay, 10 min; Potency, µM (top dose mostly 107 µM), without a hit: at the top dose activity, negative = inhibition, actives largely listed as inhibitors; 400,000 tested, 0.53% active; AID 588579; also: % is scaled to controls: 0 for no effect and ±100 for the full control effect
Target sequence (Q9UBT6 whole entry, looked up): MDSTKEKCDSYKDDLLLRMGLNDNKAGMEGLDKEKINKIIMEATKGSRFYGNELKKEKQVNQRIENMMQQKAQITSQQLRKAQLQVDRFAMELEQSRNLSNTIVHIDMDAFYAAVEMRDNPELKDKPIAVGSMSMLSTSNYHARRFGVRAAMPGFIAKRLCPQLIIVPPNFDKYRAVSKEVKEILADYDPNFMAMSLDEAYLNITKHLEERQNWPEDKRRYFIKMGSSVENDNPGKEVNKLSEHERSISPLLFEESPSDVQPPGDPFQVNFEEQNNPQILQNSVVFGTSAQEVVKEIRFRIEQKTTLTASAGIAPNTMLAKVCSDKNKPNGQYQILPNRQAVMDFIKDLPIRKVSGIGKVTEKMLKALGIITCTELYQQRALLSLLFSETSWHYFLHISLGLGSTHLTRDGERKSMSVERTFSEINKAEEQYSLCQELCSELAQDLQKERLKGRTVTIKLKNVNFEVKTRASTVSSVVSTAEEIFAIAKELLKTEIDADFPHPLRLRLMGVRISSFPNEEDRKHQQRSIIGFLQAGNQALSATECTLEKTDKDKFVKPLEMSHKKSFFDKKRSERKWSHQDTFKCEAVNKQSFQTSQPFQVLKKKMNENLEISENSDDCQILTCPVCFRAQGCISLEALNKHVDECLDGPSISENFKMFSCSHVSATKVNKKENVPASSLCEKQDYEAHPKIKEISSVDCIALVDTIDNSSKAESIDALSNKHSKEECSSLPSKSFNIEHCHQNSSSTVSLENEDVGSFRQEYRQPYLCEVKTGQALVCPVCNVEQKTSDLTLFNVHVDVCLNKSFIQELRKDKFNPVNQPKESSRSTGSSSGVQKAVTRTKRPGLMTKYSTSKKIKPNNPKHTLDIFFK
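10 nM Pol kappa was preincubated with compounds for 15 min at room temperature. Reaction started with 50 nM (final) substrate. Fluorescence read kinetically at 0 and 10 min.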
POLI inh: blocks human DNA polymerase iota activity | 390,000 tested, 1% active | Q9UNA4 | Pol iota fluorescent replication assay, 10 min | Potency, µM (highest dose often 115 µM), without a hit: top-dose activity, negative = inhibition, usual class: inhibitors
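Fluorescent replication assay read twice, at 0 min and 10 min after adding 50 nM (final) substrate. Enzyme (10 nM) and compounds were first incubated 15 min at room temperature; enzyme-free buffer wells were negative controls.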
POLB inh: inhibitors of human DNA polymerase beta. P06746. Potency, µM (titrated, usually from 114 µM), inactives show top-dose activity change, negative = inhibition, hits mostly inhibitors. AID 485314. 340,000 tested, 1.3% active. Pol beta primer extension/strand displacement, fluorescence kinetic; also: % is scaled to controls: 0 for no effect and ±100 for the full control effect
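Human Pol beta at 10 nM; strand-displacement substrate 50 nM final. Compound exposure 15 min at room temperature before start, reaction 10 min at room temperature.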
APEX1 inh: blocks human APE1 abasic DNA cleavage | Potency, µM (doses to about 65.8 µM), without a hit: at the highest dose activity change, negative = inhibition, most hits filed as inhibitors | P27695 | 350,000 tested, 0.35% active | recombinant APE1, TAMRA/BHQ-2 abasic DNA cleavage fluorescence;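 also: plate controls were vehicle for no effect and reference inhibitor for full effect; nearly all actives have a fitted effect of over 55% in size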
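Step 1: APE1 (0.75 nM) with compound, 15 min RT. Step 2: add 50 nM fluorophore/quencher THF duplex. Step 3: three fluorescence reads 60 s apart (525/598 nm); read 3 minus read 1 = reaction progress.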
BLM helicase inh: blocks DNA unwinding by human BLM helicase. recombinant BLM DNA unwinding, fluorescence dequenching. Potency, µM (series often up to 56.1 µM), for inactives: at the highest dose activity change, negative = inhibition, hits mostly inhibitors. 350,000 tested, 0.2% active. AID 2528;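 also: plate controls were vehicle for no effect and no enzyme for full effect; nearly all actives have a fitted effect of over 35% in size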
POLH inh: DNA polymerase eta (human) inhibition. Q9Y253. recombinant Pol eta, fluorescent DNA replication assay. Potency, µM (highest dose often 114 µM), for inactives: at the highest dose activity change, negative = inhibition, most hits filed as inhibitors. 390,000 tested, 1.2% active. AID 588591; also: % is scaled to controls: 0 for no effect and ±100 for the full control effect
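Pol eta at 10 nM preincubated with compounds 15 min at room temperature; reaction started with fluorescent substrate (50 nM final) and read kinetically at 0 and 10 min.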
Anesthetic bind: binds horse apoferritin like a general anesthetic. P02791. apoferritin/1-aminoanthracene competitive binding, fluorescence. Potency, µM (titrated, usually from 77.5 µM), without a hit: at the highest dose activity change, negative = displacement, hits mostly inhibitors. 350,000 tested, 0.074% active; also: % is scaled to controls: 0 for no effect and ±100 for the full control effect; nearly all actives have a fitted effect of over 20% in size
Target sequence (P02791 2-175 limits assumed): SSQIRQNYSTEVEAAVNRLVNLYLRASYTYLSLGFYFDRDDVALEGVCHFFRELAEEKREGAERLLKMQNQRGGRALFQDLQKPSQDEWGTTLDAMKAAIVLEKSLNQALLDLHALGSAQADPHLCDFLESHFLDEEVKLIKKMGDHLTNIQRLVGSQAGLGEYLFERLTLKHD
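In PBS, apoferritin at 10 uM is loaded with 1-AMA from a 50% saturated solution. After 10 min of compound exposure at ambient temperature, reduced 535 nm fluorescence indicates probe displacement.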
BAZ2B block: blocks human BAZ2B; Q9UIF8; AlphaScreen BAZ2B-H3K14Ac peptide displacement; Potency, µM (highest dose often 114 µM), without a hit: at the top dose activity change, negative = inhibition, most hits filed as inhibitors; 360,000 tested, 4.4% active; AID 504333; also: % is scaled to controls: 0 for no effect and ±100 for the full control effect; nearly all actives have a fitted effect of over 60% in size
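Complex of BAZ2B and biotin-H3K14Ac (50 nM apiece) forms over 30 min at RT, then faces library compounds up to 110 uM for another 30 min; AlphaScreen beads added, 20 min dark incubation, luminescence read.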
* = called active by the depositor; & = joins results of further samples; [ ] = remark or other dose. Calls follow the shape of the dose curve; as a rule, active = well fitted curve in the direction sought with a large enough effect; inconclusive = small, poorly fitted or top-dose-only effect, or another doubt; inactive = no such curve, though single readings can be large; an effect the other way counts as inactive or inconclusive. Potency is read from the fitted curve at half-maximal effect. A portion of the library; count on the stated rates, not on these rows.

A first look, three compounds:
For O=C1C2C(c3ccccc3)(C(=O)N1c1ccc(Cl)cc1)C2(c1ccccc1)c1ccccc1 (stereo unspecified) the results were G9a inh 7.1%, POLK inh -4.1%, POLI inh -7.8%, POLB inh 13.8%, APEX1 inh -2.1%, BLM helicase inh -4.6%, POLH inh -21.2%, Anesthetic bind -5.9% and BAZ2B block -0.1%.
Screening CCC(=O)N1CCc2cc(S(=O)(=O)NC(C(=O)NC3CCCc4ccccc43)C(C)C)ccc21 (stereo unspecified) returned G9a inh -28.8%, POLK inh -22.7%, POLI inh 17.9%, POLB inh -0.4%, APEX1 inh -2.5%, BLM helicase inh 4.4%, POLH inh 18.8%, Anesthetic bind -14.1% and BAZ2B block -8.6%.
O=C(CC(c1ccccc1)c1ccccc1)Nc1ccc2c(c1)OCCO2 was read as G9a inh -9.8%, POLK inh -7.5%, POLI inh -3.9%, POLB inh 0.4%, APEX1 inh -9.4%, BLM helicase inh -8.2%, POLH inh -12.1%, Anesthetic bind -4.3% and BAZ2B block -8.5%.

The whole of this part, repeating the preview:
For O=C1C2C(c3ccccc3)(C(=O)N1c1ccc(Cl)cc1)C2(c1ccccc1)c1ccccc1 (stereo unspecified) the results were G9a inh 7.1%, POLK inh -4.1%, POLI inh -7.8%, POLB inh 13.8%, APEX1 inh -2.1%, BLM helicase inh -4.6%, POLH inh -21.2%, Anesthetic bind -5.9% and BAZ2B block -0.1%.
Screening CCC(=O)N1CCc2cc(S(=O)(=O)NC(C(=O)NC3CCCc4ccccc43)C(C)C)ccc21 (stereo unspecified) returned G9a inh -28.8%, POLK inh -22.7%, POLI inh 17.9%, POLB inh -0.4%, APEX1 inh -2.5%, BLM helicase inh 4.4%, POLH inh 18.8%, Anesthetic bind -14.1% and BAZ2B block -8.6%.
O=C(CC(c1ccccc1)c1ccccc1)Nc1ccc2c(c1)OCCO2 was read as G9a inh -9.8%, POLK inh -7.5%, POLI inh -3.9%, POLB inh 0.4%, APEX1 inh -9.4%, BLM helicase inh -8.2%, POLH inh -12.1%, Anesthetic bind -4.3% and BAZ2B block -8.5%.
COc1cc(Cl)c(CN2CCCC(CO)(Cc3ccccc3)C2)cc1OC (stereo unspecified) was read as G9a inh 20.1%[0.501 µM], POLK inh -0.8%, POLI inh 13.9%, POLB inh 8.1%, APEX1 inh 15.1%, BLM helicase inh -4.2%, POLH inh -28.0%, Anesthetic bind -12.3% and BAZ2B block -2.1%.
Screening Cc1cccc(NC(=O)C(Cc2ccccc2)NS(=O)(=O)c2ccc3c(c2)c(=O)n(C)c(=O)n3C)c1 (stereo unspecified) returned G9a inh -8.7%[59 µM], POLK inh 0.0%, POLI inh -12.8%, POLB inh 11.6%, BLM helicase inh -1.7%, POLH inh -3.5%, Anesthetic bind inconclusive and BAZ2B block 89.1µM*.
`CC12C(=O)N(c3ccc(C(=O)N4CCOCC4)cc3)C(=O)C1C1c3ccccc3C2c2ccccc21` (stereo unspecified) gave G9a inh 21.7%[59 µM], POLB inh -2.0%, APEX1 inh 3.2%, BLM helicase inh 0.0%, Anesthetic bind 0.3% and BAZ2B block 4.3%.
`O=C(Cn1cnc([N+](=O)[O-])c1)c1ccc(Cl)cc1` gave G9a inh -11.0%[2.33 µM], POLK inh 3.6%, POLI inh 33.6%[activator], APEX1 inh 20.8%, POLH inh -16.3% and BAZ2B block 7.5%.
For Cc1c2cnn(CC(=O)NCCN3CCOCC3)c(=O)c2c(C)n1Cc1ccccc1 the results were G9a inh 17.1%, POLK inh 5.4%, POLI inh 6.7%, POLB inh -11.7%, APEX1 inh 17.7%, BLM helicase inh 1.5%, POLH inh -15.2%, Anesthetic bind -10.3% and BAZ2B block 3.3%.
For O=C(NC(=S)Nc1ccccc1N1CCOCC1)c1cccc([N+](=O)[O-])c1 the results were G9a inh -4.8%, POLK inh -17.5%, POLI inh 2.0%, POLB inh 0.5%, APEX1 inh 14.6%, BLM helicase inh -10.2%, POLH inh -25.2%, Anesthetic bind -19.6% and BAZ2B block inconclusive.
Cc1nn(-c2ccccc2)c(C)c1/C=N/NC(=O)c1cc(-c2ccccc2)n[nH]1 was read as G9a inh -0.8%, POLK inh -6.4%, POLI inh -16.5%, POLB inh -24.3%, APEX1 inh -10.9%, BLM helicase inh -4.2%, POLH inh inconclusive, Anesthetic bind -1.1% and BAZ2B block 2.2%.
CCC(C)(C)n1nnnc1C(c1ccc2ncccc2c1)N1CCCCCC1 (stereo unspecified) was read as G9a inh inconclusive, POLK inh 2.9%, POLI inh -2.7%, POLB inh 18.8%, APEX1 inh 26.5%, BLM helicase inh -14.0%, POLH inh -14.4%, Anesthetic bind -11.5% and BAZ2B block -4.1%.
CCC1CN(C(=O)N2CCC(C(=O)NCc3ccccc3C)CC2)c2ccccc2O1 (stereo unspecified) was read as G9a inh 40.6%, POLK inh 4.8%&0.7%, POLI inh 2.2%&15.0%, POLB inh inconclusive, APEX1 inh 18.2%, BLM helicase inh 0.9%&-13.2%, POLH inh -20.7%&-16.0%, Anesthetic bind 4.9%&-2.0% and BAZ2B block -22.6%&-27.4%.
`O=C(Oc1ccc(F)cc1)c1nc(SCc2ccccc2F)ncc1Cl` gave G9a inh 56.7%[activator][59 µM], POLK inh -13.1%, POLI inh -8.7%, POLB inh 22.9%, BLM helicase inh -1.6%, POLH inh -18.7%, Anesthetic bind -1.5% and BAZ2B block 43.2%[activator].
For O=C(Nc1c(O)c2ccccc2oc1=O)c1ccccc1Cl the results were G9a inh 4.1%[59 µM], POLK inh 8.1%, POLI inh -8.5%, POLB inh -2.9%, BLM helicase inh 0.2%, POLH inh -23.4%, Anesthetic bind -3.7% and BAZ2B block -4.2%.
`Cc1ccc(-n2ncc3c(NCCCn4ccnc4)ncnc32)cc1Cl` gave G9a inh -32.6%[59 µM], POLK inh -4.2%[60.1 µM], POLI inh 11.2%, POLB inh 0.2%, BLM helicase inh -9.3%, POLH inh -18.1%, Anesthetic bind -2.7% and BAZ2B block 44.7µM*.
Screening O=C(OCc1c(Cl)cccc1Cl)c1ccccn1 returned G9a inh -10.0%[59 µM], POLK inh 5.2%, POLI inh 7.7%, POLB inh 31.6%, APEX1 inh -2.7%, BLM helicase inh -0.9%, POLH inh -5.6%, Anesthetic bind -20.5% and BAZ2B block -4.3%.
For COc1cc(/C=N/NC(=S)NC2CC3CCC2C3)ccc1O (stereo unspecified) the results were POLK inh -2.5%, POLI inh 21.8%, POLB inh -15.6%, APEX1 inh -7.5%, BLM helicase inh -14.6%, POLH inh -1.6%, Anesthetic bind 7.4% and BAZ2B block inconclusive.
`CN1C(=O)CSc2ccc(NC(=O)NCc3ccc(F)cc3)cc21` gave G9a inh -19.8%, POLK inh inconclusive, POLI inh 9.5%, POLB inh 18.6%, APEX1 inh 10.8%, BLM helicase inh -7.9%, POLH inh -0.1%, Anesthetic bind -13.8% and BAZ2B block 0.1%.
Screening COc1ccc(-c2csc(NC(=O)CSCC(=O)Nc3cc(C)on3)n2)cc1OC returned G9a inh 39.8µM*, POLK inh -9.9%, POLI inh 28.6%, APEX1 inh 3.3%, POLH inh 0.6% and BAZ2B block -6.2%.
COC(=O)c1cc(C)sc1NC(=O)C1CC=CCC1C(=O)O (stereo unspecified) was read as G9a inh -37.4%, POLK inh -7.2%, POLI inh inconclusive, POLB inh -0.2%, APEX1 inh -6.6%, BLM helicase inh -4.0%, POLH inh 0.1%, Anesthetic bind -4.1% and BAZ2B block -32.9%.
For COc1cccc(C2CC(=O)Nc3c2c(=O)n(C)c2ncnn32)c1OC (stereo unspecified) the results were G9a inh -13.6%[59 µM], POLK inh 4.6%, POLI inh 13.8%, POLB inh 31.1%, BLM helicase inh -2.7%, POLH inh -11.1%, Anesthetic bind -0.1% and BAZ2B block -32.4%.
CC(/C=C1\SC(=S)N(CCC(=O)Nc2cccc(C(=O)O)c2)C1=O)=C\c1ccccc1 was read as G9a inh 44.7µM*, POLK inh -13.8%, POLI inh -11.8%, POLB inh inconclusive, APEX1 inh 37.8%, BLM helicase inh -17.1%, POLH inh inconclusive, Anesthetic bind 7.5% and BAZ2B block 56.2µM*.
`NC(=O)c1cc2ccccc2o/c1=N/NC(=O)c1ccccc1` gave G9a inh 23.9%, POLK inh -24.0%, POLI inh 19.5%, POLB inh -6.9%, APEX1 inh 38.8%, BLM helicase inh 0.0%, POLH inh -15.3%, Anesthetic bind -0.6% and BAZ2B block -33.3%.
For O=C(CNC(=O)c1ccco1)NCC(c1ccco1)N1CCCCC1 (stereo unspecified) the results were G9a inh 25.2%[59 µM], POLK inh -11.2%, POLI inh 26.9%, APEX1 inh 13.0%, POLH inh -16.2% and BAZ2B block 6.3%.
For COCCNC(=O)c1ccc(-n2c(SCc3cc(F)ccc3F)nc3ccccc3c2=O)cc1 the results were G9a inh 7.2%[59 µM], POLK inh -33.8%, POLI inh -7.1%, POLB inh 17.9%, APEX1 inh -0.9%, BLM helicase inh -2.0%, POLH inh 5.5%, Anesthetic bind -10.6% and BAZ2B block 5.3%.
For CCOC(=O)/C(=C/Nc1ccc(F)c(F)c1)[N+](=O)[O-] the results were G9a inh -34.4%, POLK inh -7.6%, POLI inh -22.4%, POLB inh -2.0%, APEX1 inh -0.6%, BLM helicase inh -0.2%, POLH inh -4.0%, Anesthetic bind 1.5% and BAZ2B block -6.0%.
Screening c1ccc(-c2nc3ccccc3c3nc4ccccc4n23)cc1 returned G9a inh 19.6%[59 µM], POLK inh 0.5%, POLI inh 202.8%[activator], POLB inh 35.5%, APEX1 inh 1.1%, BLM helicase inh -6.8%, POLH inh inconclusive, Anesthetic bind -11.5% and BAZ2B block -0.9%.
Screening O=C(COC(=O)Cc1cccc2ccccc12)Nc1ccccc1-c1ccccc1 returned G9a inh 17.4%, POLK inh -5.1%[60.1 µM], POLI inh 3.7%, POLB inh -5.7%, APEX1 inh 1.6%, BLM helicase inh -8.5%, POLH inh -23.5%, Anesthetic bind 104.9%[activator] and BAZ2B block 40.2%[activator].
O=S(=O)(c1cccs1)n1cccn1 was read as G9a inh 5.4%[12.7 µM], POLK inh 0.4%, POLI inh 0.5%, POLB inh inconclusive, APEX1 inh -0.9%, BLM helicase inh -2.6%, POLH inh 12.0%, Anesthetic bind inconclusive and BAZ2B block -10.5%.

Screening data from PubChem BioAssay.
